Screening data deposited in PubChem by several laboratories.
STEP inh: blocks human striatal-enriched tyrosine phosphatase; 0.25% of 360,000 active; recombinant STEP, OMFP fluorogenic substrate, fluorescence; inhibition, % at 20 µM;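 active means inhibition at 20 µM, scaled per plate between control wells, above about 37%, limit read from the data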;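 further: 0% = DMSO with enzyme and substrate and 100% = substrate only without enzyme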
Target sequence (P54829 whole entry, looked up): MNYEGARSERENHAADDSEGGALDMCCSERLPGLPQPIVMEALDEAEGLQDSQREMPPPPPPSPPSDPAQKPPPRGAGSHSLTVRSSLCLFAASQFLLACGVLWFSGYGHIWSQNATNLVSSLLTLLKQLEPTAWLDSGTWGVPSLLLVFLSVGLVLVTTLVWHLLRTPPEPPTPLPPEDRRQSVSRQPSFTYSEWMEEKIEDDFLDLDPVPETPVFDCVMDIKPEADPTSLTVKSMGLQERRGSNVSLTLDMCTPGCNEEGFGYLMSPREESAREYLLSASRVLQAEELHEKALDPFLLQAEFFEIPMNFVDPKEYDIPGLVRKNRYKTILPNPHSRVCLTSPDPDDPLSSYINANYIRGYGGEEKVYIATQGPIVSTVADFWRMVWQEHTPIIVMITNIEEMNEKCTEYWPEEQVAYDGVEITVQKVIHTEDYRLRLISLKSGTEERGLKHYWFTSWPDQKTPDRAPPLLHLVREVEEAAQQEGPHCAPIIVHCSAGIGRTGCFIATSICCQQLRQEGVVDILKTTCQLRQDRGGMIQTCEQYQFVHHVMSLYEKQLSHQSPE
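medium = Bis-Tris buffer pH 6.0, 2.5 mM DTT, 0.005% Tween 20 | test system = STEP (striatal-enriched tyrosine phosphatase) enzyme, cell-free | measure = normalized % inhibition | compound dosing = 20 µM, 1% DMSO | also added = 25 µM OMFP | schedule = reaction 20 min, ambient temperature | measured by = fluorescence read at 480 nm ex / 540 nm em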
LMPTP block: blocks human LMPTP phosphatase; P24666; 0.22% of 360,000 active; AID 651560; inhibition, % at 20 µM; recombinant LMPTP-A, OMFP fluorogenic substrate, fluorescence intensity;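 active means compounds that cut the enzyme signal by at least half of the control window in the single-dose screen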;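 further: plate controls were DMSO wells with enzyme plus substrate for no effect and substrate without enzyme for full effect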
Target sequence (P24666 whole entry, looked up): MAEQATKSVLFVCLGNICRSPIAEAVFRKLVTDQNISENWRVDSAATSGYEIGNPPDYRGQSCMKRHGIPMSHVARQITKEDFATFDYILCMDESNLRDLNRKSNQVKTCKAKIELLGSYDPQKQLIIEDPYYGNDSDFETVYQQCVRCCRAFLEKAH
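Buffer or medium: Bis-Tris pH 6.0, DTT, detergent; Assay system: LMPTP-A enzyme; Quantity: 0.625 nM enzyme; Detection: endpoint fluorescence intensity; Times: 50 min dark incubation at room temperature; Controls: substrate-only low control, DMSO enzyme-plus-substrate high control; Doses: single 20 µM dose; Read-out: percent inhibition versus substrate-only and uninhibited controls; Reagent: 400 µM OMFP.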
NadD inh: NadD (S. aureus) enzyme inhibition; purified NadD enzyme, colorimetric absorbance read-out; 0.78% of 360,000 active; inhibition, % at 20 µM; in the data active means inhibition above about 26%; further: some compounds past the cut are filed as inactive
Scp1 inh: inhibitors of human Scp-1 phosphatase; 0.88% of 340,000 active; Q9GZU7; Recombinant Scp1, phosphopeptide, malachite green phosphate absorbance; inhibition, % at 20 µM;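 active means inhibition above about 50% at 20 µM, limit read from the data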;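 further: plate controls were DMSO wells with enzyme for no effect and wells lacking enzyme for full effect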
Target sequence (Q9GZU7 76-261 limits assumed): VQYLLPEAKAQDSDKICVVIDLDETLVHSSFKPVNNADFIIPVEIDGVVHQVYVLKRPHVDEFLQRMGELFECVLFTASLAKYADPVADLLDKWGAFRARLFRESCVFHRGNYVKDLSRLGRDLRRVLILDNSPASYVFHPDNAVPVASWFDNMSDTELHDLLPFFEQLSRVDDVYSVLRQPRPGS
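Test system – truncated SCP-1 phosphatase (76-261aa) · Reagent – Phosphorylated 17-residue peptide substrate · Incubation – 45 min room-temperature reaction, 5 min colour, 30 min stabiliser · Detection – colorimetric phosphate reagent with accelerator and stabiliser, absorbance at 630 nm · Measure – % inhibition at 20 µM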
Neddylation inh: cullin neddylation inhibition. P61081+Q13564. TR-FRET cullin neddylation, biochemical. calls only at 25 µM. 0.58% of 360,000 active. AID 651699; in the data active means inhibition above about 36%
NRP1-CendR mod: alters CendR peptide binding to human NRP-1; AID 602438; 0.85% of 360,000 active; inhibition, % at 25 µM; FAM-RPARPAR peptide binding to NRP-1, fluorescence polarization;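 active means inhibition or corrected inhibition above about 18%, plus a signal ratio from 0.5 to 1.5, limit read from the data, passing the limit was not always enough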; further: strong numbers were not always called active
SUMO1-SIM PPI: SUMO1-SIM interaction modulation. AID 602429. SUMO1 binding to a labelled peptide, TR-FRET, 1 h. P63165. inhibition, % at 20 µM. 0.33% of 360,000 active; in the data active means inhibition above about 37%
Target sequence (P63165 whole entry, looked up): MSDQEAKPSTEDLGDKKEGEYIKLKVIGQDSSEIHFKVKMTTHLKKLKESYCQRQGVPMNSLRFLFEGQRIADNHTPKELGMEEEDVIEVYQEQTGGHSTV
SKN-1 inh: C. elegans SKN-1 inhibition. inhibition, % at 21.8 µM. AID 624304. C. elegans VP596 Pgst-4::GFP/RFP ratio, acrylamide-induced, 24 h. 0.49% of 360,000 active;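 active means interference check ratio from 0.5 to 1.5 plus GFP to RFP signal ratio inhibition reaching or exceeding a fixed threshold, cut at about 30% in these data, passing the limit was not always enough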; further: some compounds called inactive have numbers as strong as hits
Tb MetRS inh: Trypanosoma brucei MetRS inhibition | purified T. brucei MetRS, ATP depletion, Kinase-Glo luminescence | inhibition, % at 11.9 µM | 0.4% of 360,000 active;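 active means inhibition above a per-plate cutoff of the control wells' mean inhibition plus 3 SD, cut at about 5.5% in these data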;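 further: 0% = DMSO wells median and 100% = median of wells with control inhibitor compound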
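Material – parasite MetRS enzyme · Medium – HEPES-MgCl2-KCl buffer plus DTT, spermine, BSA, pyrophosphatase · Reagent – ATP, methionine and E. coli bulk tRNA substrates · Times – 15 min enzyme-compound preincubation, 2 h reaction, 10 min detection, 25 °C · Measured by – luminescence of leftover ATP · Evaluation – percent inhibition relative to median high and low control wells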
DNMT1 block: blocks human DNA methyltransferase DNMT1 | 0.83% of 360,000 active | inhibition (reported as % activation of signal), % at 10 µM | DNMT1 molecular beacon, Hinp1I cleavage, fluorescence; in the data active means inhibition above about 50%
Active calls of the source: *; i = inactive; / = no result given; + = active, no number.

Compound	STEP inh	LMPTP block	NadD inh	Scp1 inh	Neddylation inh	NRP1-CendR mod	SUMO1-SIM PPI	SKN-1 inh	Tb MetRS inh	DNMT1 block
CCOC(=O)N1CCN(C(=O)c2ccc3c(=O)n(Cc4ccc(OC)cc4)c(=S)[nH]c3c2)CC1	-2	0.4	3	-12	i	-6	1	-8	0.1	-1
CCOc1ccc(NC(=O)CCNS(=O)(=O)c2ccc3c(c2)CC(C)N3C(C)=O)cc1 (stereo not drawn)	-2	0.3	-8	-11	i	-8	2	14	0.0	-1
CN(Cc1nc2ccc(Cl)cc2[nH]1)Cc1nc(-c2cnccn2)no1	3	-1.3	-5	3	i	0	2	-4	2.9	2
COC(=O)C1NN=C(C(=O)c2ccccc2)C1c1ccccc1 (stereo not drawn)	0	1.0	0	-6	i	2	-1	-2	-1.1	-3
O=C(CCSc1nccn1Cc1ccccc1)N1CCOCC1	0	-0.3	-5	-3	i	14	0	-26	0.2	-2
Cc1ccc(C)c(-c2nnc(NC(=O)Cc3ccccc3)o2)c1	-3	-1.2	4	0	i	13	0	34	-0.2	0
Cc1cc2cccc(C)c2nc1SCC(=O)N(C)c1nc(-c2ccccc2)cs1	2	-1.0	10	-6	i	8	-1	-4	-0.3	8
CCC(CO)NCc1ccc(OCC(=O)Nc2cccc(C(F)(F)F)c2)c(OC)c1 (stereo not drawn)	-4	-0.9	-7	-8	i	-6	1	15	-0.2	2
COc1cccc(C(=O)CN2CCN(S(=O)(=O)c3cccc([N+](=O)[O-])c3)CC2)c1	1	0.4	-6	-1	i	12	-10	-8	-1.1	0
CCOc1ncccc1C(=O)Nc1ccc(C)c(S(=O)(=O)N2CCCCCC2)c1	0	1.3	-13	-3	i	12	-3	-1	-0.3	-8
O=c1cc(CN2CCOCC2)c2ccc(O)c(O)c2o1	1	-1.2	-3	-10	i	12	-16	16	1.1	6
Cc1ccccc1-n1nc2c(c1NC(=O)CC(C)C)CS(=O)C2 (stereo not drawn)	1	0.0	3	-6	i	0	4	5	1.1	-2
CC(CCc1ccccc1)NC(=O)COC(=O)c1ccc(F)cc1 (stereo not drawn)	-1	0.0	-8	-3	i	-7	2	4	-0.7	-1
CC(C)(C)NC(=O)C(c1ccc(C(F)(F)F)cc1)n1c(=O)c(-c2cc3ccccc3[nH]2)nc2ccccc21 (stereo not drawn)	/	4.2	/	/	/	4	-6	25	0.2	/
O=C(Nc1ccccc1C(=O)N1CCOCC1)c1cccnc1	-4	-2.0	0	-10	i	4	-3	-4	-0.4	3
O=C(O)CN1C(=O)COc2ccc(S(=O)(=O)N3CCCCCC3)cc21	2	-0.6	8	4	i	9	5	-5	-0.1	3
Cc1nc(C)c(C(=O)Nc2ccccc2)s1	0	-0.7	9	3	i	4	0	-5	-0.9	0
CCOC(=O)c1c(C)[nH]c(C(=O)COC(=O)c2ccc(O)cc2)c1C	0	-0.9	-2	-6	i	-8	1	10	1.1	1
COc1ccc(NC(=O)CN(C)C(=O)c2n[nH]c3ccccc23)cc1	-2	-0.8	-6	-1	i	-1	3	-10	-0.4	-1
C[C@@H]1NC(=O)[C@@]2(C)[C@@H](c3ccccc3)[C@H]3COc4ccccc4[C@@H]3N2C1=O	-1	-0.6	-5	-3	i	-2	1	-3	0.0	-2

Continued:
Compound	STEP inh	LMPTP block	NadD inh	Scp1 inh	Neddylation inh	NRP1-CendR mod	SUMO1-SIM PPI	SKN-1 inh	Tb MetRS inh	DNMT1 block
Cc1cc(C)n(C(=O)c2ccc(C)c(S(=O)(=O)N3CCOCC3)c2)n1	-2	-1.5	-18	4	i	15	4	7	-1.5	0
CCCC(=O)Nc1ccc(C(=O)NNC(=O)c2cccs2)cc1	-3	-1.1	-2	-8	i	-4	1	-4	-0.1	-2
COc1ccc(OC)c(S(=O)(=O)NC(=O)C2(C)CCN2C(=O)Cc2ccccc2)c1 (stereo not drawn)	-1	-0.9	-1	/	i	10	1	15	1.0	4
O=c1oc2ccccc2c(NCc2cccc(F)c2)c1[N+](=O)[O-]	-4	3.0	-3	-6	i	-1	-23	4	-1.0	-1
Cc1sc(N)nc1-c1ccc(Oc2ccccc2)cc1	-6	1.0	3	-5	i	-7	-6	1	-0.6	2
Cc1sc2ncnc(N3CCC(C(=O)Nc4cc(Cl)ccc4Cl)CC3)c2c1C	-1	4.0	15	2	i	1	-12	4	-0.2	-3
Cc1noc(C)c1S(=O)(=O)N(CC(=O)Nc1ccc2c(c1)OCCO2)c1ccc(C(C)C)cc1	2	4.0	1	3	i	0	2	4	0.2	-7
Cc1ccc2cc3cc(C(=O)N4CCCCC4C)oc3nc2c1 (stereo not drawn)	2	0.7	3	0	i	-1	-22	12	-0.1	0
Cc1ccccc1Nc1nc(N)nc(COC(=O)c2ccc(S(=O)(=O)N(C)C)cc2)n1	-1	-0.4	-3	-6	i	1	2	1	0.3	-1
COC(=O)c1ccc(-n2nnnc2SCc2ccccc2OC)cc1	0	0.1	-8	-15	i	3	0	-8	-0.5	-7
CC(C)n1c(=O)[nH]c2cc(C(=O)Nc3ccccc3)ccc21	0	0.7	-3	-1	i	-3	2	-4	-0.2	-1
Oc1ccc(-c2n[nH]c(=S)n2Cc2ccco2)cc1	2	-0.8	-9	3	i	7	2	19	0.0	-4
O=C(O)C1C2C=CC(C2)C1C(=O)NCc1ccccc1 (stereo not drawn)	-2	-0.9	-1	0	i	-12	0	7	0.0	1
Cc1cc(NC(=O)C2C3C(=O)N(c4cccnc4)C(C(=O)NC(C)(C)C)C34C=CC2(C)O4)no1 (stereo not drawn)	-3	-0.8	-2	-8	i	0	-3	0	0.0	1
Cc1cc(C)c(C#N)c(SCSCc2ccccc2)n1	5	2.6	14	0	i	-5	1	6	0.0	2
CCN(CC)CCN(Cc1cc2cc3c(cc2[nH]c1=O)OCCO3)C(=S)NCCCOC	5	0.4	-3	-12	+	-38	2	20	1.8	-5
O=C(O)c1ccccc1Sc1ncnc2sc3c(c12)CCC3	0	0.0	-4	-7	i	9	6	7	0.6	1
CN1C(=O)c2cccc(NCCCN3C(=O)c4ccccc4C3=O)c2C1=O	1	0.0	-4	11	i	-42	-37	-7	0.1	9
CCOc1cc(N2CCOCC2)c(OCC)cc1NC(=O)C1CC(=O)N(c2ccc(C)cc2)C1 (stereo not drawn)	-1	-0.4	-1	4	i	-4	2	-1	0.1	19
c1cn2c(Nc3ccc4c(c3)OCCO4)c(-c3ccc(N4CCOCC4)cc3)nc2cn1	2	2.0	6	2	+	3	-13	2	-1.2	0

Reprinted from the part before: 2 compounds; new compounds follow.
Compound	STEP inh	LMPTP block	NadD inh	Scp1 inh	Neddylation inh	NRP1-CendR mod	SUMO1-SIM PPI	SKN-1 inh	Tb MetRS inh	DNMT1 block
CCOc1cc(N2CCOCC2)c(OCC)cc1NC(=O)C1CC(=O)N(c2ccc(C)cc2)C1 (stereo not drawn)	-1	-0.4	-1	4	i	-4	2	-1	0.1	19
c1cn2c(Nc3ccc4c(c3)OCCO4)c(-c3ccc(N4CCOCC4)cc3)nc2cn1	2	2.0	6	2	+	3	-13	2	-1.2	0
Cc1ccc(-n2nnnc2SCC(=O)Nc2ccccc2-c2ccccc2)cc1C	2	2.1	-3	-17	i	-2	-4	16	-0.3	-3
Cc1nnc(SCc2cc(=O)[nH]c(/N=C(\N)Nc3ccccc3)n2)s1	-2	1.4	1	-7	i	1	5	2	-0.5	-2
Cc1ccc(N(Cc2ccc(C(=O)Nc3ccccc3C(=O)NCc3ccco3)cc2)S(C)(=O)=O)cc1C	-10	1.2	6	-13	i	-11	3	9	-0.7	-10
O=C(CSc1nc2[nH]ncc2c(=O)n1-c1ccccc1)NCc1cccs1	-1	-1.1	-6	-5	i	0	0	3	0.1	1
COc1cccc(/C=N/NC(=O)CCc2ccccc2)c1	2	-0.4	-2	-3	i	10	-3	4	0.0	-1
O=C(Nc1ccc(F)cc1)NC1CCN(Cc2c(F)cccc2Cl)CC1	3	-1.1	5	14	i	1	0	13	0.5	1
O=C(NCC(c1cccs1)N1CCOCC1)c1cccnc1 (stereo not drawn)	-1	-1.0	1	-8	i	1	-3	12	0.2	0
CCc1cc(C(=O)N2CCN(c3ncc(C(F)(F)F)cc3Cl)CC2)sc1C	0	4.3	-4	7	i	-2	1	14	-0.6	7
O=C(O)C1CCCN1c1nc(C(F)(F)F)nc2ccccc12 (stereo not drawn)	0	-0.5	-1	-4	i	8	4	2	0.0	-2
CNC(=S)N/N=C/c1ccc(-c2cccc(C(=O)O)c2)o1	-1	-1.5	-5	-1	i	-27	-12	-7	-2.5	2
CCS(=O)(=O)c1ccc(O)c(NC(=O)c2cc(-c3ccccn3)nc3ccccc23)c1	2	1.5	14	4	i	3	4	-6	-0.3	-7
COc1cc(NC(=O)CCC(=O)N2CCN(S(=O)(=O)c3ccc(C)cc3)CC2)cc(OC)c1	-2	-0.4	1	5	i	9	2	-8	-0.4	0
Cc1cc(S(=O)(=O)Nc2nc(CN3CCOCC3)nc3sc4c(c23)CCCC4)ccc1F	2	0.5	7	4	i	-15	2	-3	-0.8	0
Cc1ccc(CN2CC(C(=O)Nc3ccc4c(C)cc(=O)oc4c3)CC2=O)cc1 (stereo not drawn)	3	-0.1	-3	2	/	0	7	12	0.4	-8
O=C(Nc1cccc2ncccc12)c1ccccc1F	-1	0.1	4	-4	i	0	-5	-3	-0.1	-3
COc1ccc(NC(=O)CCS(=O)(=O)c2ccc3c(c2)CCCN3C(C)=O)cc1Cl	-1	-1.9	8	0	i	4	5	-6	-0.4	3
C[C@H]1CN([C@@H](C)CO)C(=O)CCCn2nncc2CO[C@@H]1CN(C)Cc1ccc(Oc2ccccc2)cc1	-2	-3.1	-4	/	i	5	3	-4	-0.1	3
O=C(c1cc(F)c(F)cc1Cl)N1CCCc2ccccc21	1	-0.6	-1	-8	i	13	1	8	-1.7	0
CC(=O)NCc1cc(-c2nn(C)c(=O)c3ccccc23)ccc1C	-3	-1.2	-3	-5	i	3	-1	1	-0.1	1
COc1cc(Oc2nc(C(F)(F)F)nc3ccccc23)ccc1C=O	-2	1.2	-10	-17	i	5	1	-9	-0.7	0
COc1ccc(CCNC(=O)C2CCCN(C(=O)N(C)C)C2)c(OC)c1 (stereo not drawn)	0	0.0	-5	-5	i	3	1	-1	-1.1	10
Cc1cc(C(=O)N2CCC(Cc3ccccc3)CC2)c(C)o1	3	2.1	-1	-10	i	-7	6	-10	-0.6	-1
CCN(CC)C(=O)CSc1nnc(-n2nc(C)cc2C)c2ccccc12	1	-1.2	-5	3	i	-6	-1	6	0.2	-2
